Diaphorase act – compounds boosting diaphorase resazurin reduction – biochemical, uHTS, resorufin fluorescence, counter-screen for diaphorase-coupled primary assays, primary screen. actives 0.005% (n = 190,000). activation factor at 20 µM. Diaphorase/resazurin coupled assay, 16 min; hits give high values; 1 = vehicle wells, 0 = NADH-free wells;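 active = diaphorase activity raised at least twofold by the compound at 20 µM; inactive = activation factor below 2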
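Measured by – red resorufin fluorescence at 544/590 nm excitation/emission · Test system – Clostridium kluyveri diaphorase, purified enzyme · Incubation – reaction time 16 min, room temperature · Buffer or medium – 50 mM HEPES pH 7.4 with 4.542 mM MgCl2, 0.005% Tween 20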
Lmaj promast – Leishmania major promastigote growth inhibition, primary screen. actives 9% (n = 200,000). inhibition, % at 10 µM. Leishmania major promastigotes, resazurin fluorescence viability; in the data active = inhibition above about 50%;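 note: promastigotes grown with compound for 44 hours at 28 °C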
TNAP act hi DEA – TNAP activators at high phosphate acceptor level, primary screen, biochemical, luminescence, uHTS; purified TNAP, CDP-star luminescence, 1 M DEA, 30 min; hits give high values; 0 = EDTA background, 1 = DMSO-only activity; activation factor at 20 µM; 200,000 tested, under 10 active; AID 1136, 2008;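 active = activation factor at least 2 at 20 µM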
Target sequence (P05186 whole entry, looked up): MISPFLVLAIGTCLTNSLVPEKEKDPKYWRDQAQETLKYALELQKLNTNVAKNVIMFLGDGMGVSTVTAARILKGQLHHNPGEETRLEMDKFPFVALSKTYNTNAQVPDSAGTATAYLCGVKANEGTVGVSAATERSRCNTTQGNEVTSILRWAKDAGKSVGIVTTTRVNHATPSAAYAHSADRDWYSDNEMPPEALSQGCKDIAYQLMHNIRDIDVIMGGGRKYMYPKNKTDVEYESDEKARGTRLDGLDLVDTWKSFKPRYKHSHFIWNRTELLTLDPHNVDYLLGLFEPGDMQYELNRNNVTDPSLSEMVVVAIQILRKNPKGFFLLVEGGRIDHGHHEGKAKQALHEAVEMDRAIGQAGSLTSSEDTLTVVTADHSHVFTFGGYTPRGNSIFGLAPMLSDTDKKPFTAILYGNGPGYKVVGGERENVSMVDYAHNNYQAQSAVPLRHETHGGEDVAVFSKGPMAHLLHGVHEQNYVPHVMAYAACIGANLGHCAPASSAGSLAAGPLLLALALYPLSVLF
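Test system – human TNAP · Doses – 20 µM single point · Incubation – 30 min, room temperature · Signal – luminescent substrate turnover signal · Read-out basis – activation factor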
Diaph inh CS – diaphorase inhibitors and chemical oxidizers, primary screen, counter-screen for diaphorase-coupled primary assays, biochemical, uHTS, resorufin fluorescence | diaphorase resazurin-to-resorufin fluorescence, NADH, 16 min; bacterial (C. kluyveri) enzyme, not human | inhibition, % at 20 µM | actives 0.69% (n = 190,000) | AID 1217, 2008;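 active = primary screen inhibition at 20 µM above a set limit, cut at about 50% in these data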;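 note: plate controls were DMSO with full reaction for no effect and wells lacking NADH for full effect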
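Test system: diaphorase enzyme from Clostridium kluyveri; amount: diaphorase at 0.14 U/mL in enzyme working solution; detection: fluorescence of resorufin formed from resazurin, Ex 544/Em 590 nm; times: reaction incubation of 16 min at room temperature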
PMI act satM6P – human PMI activators, high substrate, primary screen, biochemical, fluorescence intensity, near-saturating mannose 6-phosphate; actives 0.34% (n = 190,000); Mannose-6-phosphate isomerase (Homo sapiens), P34949; activation factor at 20 µM; coupled PMI enzyme assay, resazurin fluorescence, 20 min; hits give high values; 1 = untreated enzyme, 0 = substrate-free blank;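 active = activation factor of 2 or more at 20 µM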
Target sequence (P34949 whole entry, looked up): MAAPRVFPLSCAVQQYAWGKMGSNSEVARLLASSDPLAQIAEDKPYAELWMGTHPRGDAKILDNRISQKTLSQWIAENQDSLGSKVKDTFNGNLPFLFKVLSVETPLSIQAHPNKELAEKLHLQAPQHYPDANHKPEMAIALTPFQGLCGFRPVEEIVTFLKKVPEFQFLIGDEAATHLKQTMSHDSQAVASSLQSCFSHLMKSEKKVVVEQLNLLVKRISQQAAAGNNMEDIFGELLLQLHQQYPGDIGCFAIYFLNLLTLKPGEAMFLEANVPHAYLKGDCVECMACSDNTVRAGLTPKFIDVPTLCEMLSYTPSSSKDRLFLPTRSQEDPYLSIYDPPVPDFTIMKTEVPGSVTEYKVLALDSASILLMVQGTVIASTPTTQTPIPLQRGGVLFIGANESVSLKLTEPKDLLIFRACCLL
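Material: human phosphomannose isomerase with PGI, G6PDH, diaphorase coupling enzymes / Reagent: Man-6-P substrate 1.0 mM / Dosing: single compound dose of 20 µM, 1% DMSO final / Incubation: enzyme reaction with compound 20 min at room temperature / Signal: resorufin fluorescence (Ex 544/Em 590 nm) from resazurin via diaphorase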
bIAP inhibitor – bovine intestinal alkaline phosphatase inhibitors, primary screen, selectivity assay for TNAP inhibitor project, biochemical, bovine IAP, CDP-star luminescence; AID 1019, 2008; 190,000 tested, under 10 active; inhibition, % at 20 µM; purified bovine IAP, 30 min;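 active = over 50% inhibition of intestinal alkaline phosphatase at 20 µM in the single-dose screen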
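test system = bovine IAP enzyme | medium = DEA buffer 100 mM, pH 9.8, with MgCl2 1.0 mM, ZnCl2 0.02 mM | detection = luminescence | dosing = single compound dose of 20 µM, 2% DMSO final | incubation = 30 min reaction at room temperature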
TNAP inh hi DEA – human TNAP enzyme inhibitors, primary screen, biochemical, luminescent, high phosphate acceptor level, uHTS; inhibition, % at 20 µM; purified TNAP, CDP-star luminescence, 1 M DEA; Alkaline phosphatase, tissue-nonspecific isozyme (Homo sapiens), P05186; actives 0.03% (n = 200,000);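 active = over 50% inhibition of tissue-nonspecific alkaline phosphatase at 20 µM in the single-dose screen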;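 note: plate controls were DMSO wells for no effect and EDTA-quenched wells as full inhibition for full effect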
bIAP act – bovine intestinal alkaline phosphatase activators, primary screen, biochemical, bovine IAP, CDP-star luminescence. actives 0.17% (n = 200,000). purified bovine IAP, 30 min; hits give high values; fold of DMSO-control signal, blank-subtracted. activation factor at 20 µM;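 active = activation factor of 2 or more at 20 µM, a signal rise over negative controls twice the positive control's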
PMI act – activators of human PMI, primary screen, biochemical, fluorescence intensity, near-Km mannose 6-phosphate; AID 1214, 2008; activation factor at 20 µM; purified human PMI, coupled resazurin fluorescence, 20 min; hits give high values; 1 = vehicle control, 0 substrate-free wells; actives 0.005% (n = 190,000);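 active = activation factor of 2 or more at 20 µM, relative to plate controls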
TNAP inh noacc – human TNAP enzyme inhibitors, primary screen, biochemical, luminescent, no phosphate acceptor, uHTS; Alkaline phosphatase, tissue-nonspecific isozyme (Homo sapiens), P05186; AID 1012, 2008; inhibition, % at 20 µM; actives 0.26% (n = 200,000); purified TNAP, CDP-star luminescence, 30 min;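 active = tissue-nonspecific alkaline phosphatase inhibition above about 50% at 20 µM in the single-dose screen, limit read from the data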;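 note: 0% = DMSO negative control and 100% = EDTA positive control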
Numbers without * were called inactive. Hits appear at their usual frequency; any-hit rate near 10%.

SMILES | Diaphorase act | Lmaj promast | TNAP act hi DEA | Diaph inh CS | PMI act satM6P | bIAP inhibitor | TNAP inh hi DEA | bIAP act | PMI act | TNAP inh noacc
O=C(Cn1cnc2ccccc2c1=O)NCCC(=O)N1CCN(Cc2ccccc2)CC1 | 0.8 | -2.9 | 1 | 19.3 | 1 | 4.5 | -1.5 | 1 | 0.9 | -5.2
Cc1ccc(N2CCN(C(=O)N3CCCC3)CC2)cc1Cl | 0.8 | -4.9 | 1 | 16.2 | 0.8 | -2.3 | 1.0 | 1 | 0.8 | -2.6
CCOC(=O)CNC(=O)CSc1nc(Cc2cccs2)nc2ccccc12 | 0.8 | -6.8 | 1.1 | 18.6 | 0.9 | 2.2 | -6.6 | 1 | 0.9 | -18.5
Cc1cccc(C)c1NC(=O)c1c(C)nn(-c2ccccc2)c1Cl | 0.8 | 27.6 | 1 | 16.5 | 0.9 | 0.4 | -1.2 | 1 | 0.9 | -7.0
CC(C)CCN1C(=O)c2ccc(C(=O)NCC3CCCO3)cc2C1=O (centres undefined) | 1 | -2.3 | 1 | 4.2 | 1 | 1.9 | -2.5 | 1 | 0.9 | -1.1
O=C(C1CCN(S(=O)(=O)c2ccccc2)CC1)N(CCc1ccccc1)Cc1ccco1 | 0.8 | 17.6 | 1 | 22.7 | 0.8 | -1.5 | -4.2 | 1 | 0.9 | -8.5
C/C(=N/NC(=O)c1ccc2nc[nH]c2c1)c1cccs1 | 0.9 | -7.4 | 1 | 9.8 | 0.9 | 1.7 | -1.4 | 1 | 0.9 | -47.6
CCn1nnc(NC(=O)Cc2ccc(Cl)cc2)n1 | 1.1 | 2.8 | 1 | -9.6 | 1 | 2.8 | -3.7 | 1 | 1 | -5.9
C=CCc1ccc(OCC(O)CN2CCN(Cc3ccccc3)CC2)c(OC)c1 (centres undefined) | 1 | 87.8* | 1 | -3.4 | 0.9 | -5.7 | -0.9 | 1.1 | 1.1 | -4.9
Cc1nn(-c2ccc(F)cc2)c2sc(C(=O)OC3CCOC3=O)cc12 (centres undefined) | 0.8 | -8.0 | 1 | 19.8 | 0.9 | 7.3 | -3.2 | 0.9 | 0.9 | -7.2
COc1ccc(OC)c(N(CC(=O)Nc2cccnc2)S(=O)(=O)c2ccc(OC)c(OC)c2)c1 | 0.8 | 5.3 | 1 | 15.6 | 0.9 | 0.9 | -2.2 | 1 | 0.9 | -11.1
CCn1c(CSc2nc3ccccc3[nH]2)n[nH]c1=S | 0.9 | -3.5 | 1 | 9.3 | 1 | -33.2 | 2.5 | 1.3 | 1 | -35.0
COC(=O)c1ccsc1NC(=O)CN1CCN(Cc2ccc3c(c2)OCO3)CC1 | 0.9 | 8.4 | 1 | 10.7 | 1 | -6.1 | -2.8 | 1.1 | 1 | -9.4
COC(=O)c1cc(NC2c3ccccc3C(=O)N2CCN2CCOCC2)cc(C(=O)OC)c1 (centres undefined) | 1 | 21.5 | 1.1 | -0.7 | 1.1 | -0.2 | -5.1 | 1 | 1.1 | 16.1
S=C(NCCc1ccc(Cl)cc1)NCc1ccco1 | 0.9 | -0.1 | 1 | 8.0 | 0.9 | 17.0 | -2.7 | 0.8 | 1 | -16.1
C[C@@]12CC(=O)NC1N(C(=O)c1ccccc1)C(c1ccccc1OC(=O)c1ccccc1)C2 (some centres undefined) | 1 | -1.4 | 1 | 4.8 | 1 | -20.1 | -1.0 | 1.2 | 1 | -2.5
CC(NC(=O)COC(=O)c1ccc(N(C)C)cc1)c1ccccc1 (centres undefined) | 0.9 | -4.8 | 1 | 14.6 | 0.8 | 3.4 | -0.2 | 1 | 0.9 | -7.3
COc1cc(OC)c(S(=O)(=O)Nc2ccccc2N2CCOCC2)cc1NC(C)=O | 0.8 | 2.0 | 1 | 18.6 | 0.9 | -3.4 | -4.1 | 1 | 1 | -5.6
CC(=O)Nc1cc(C(=O)NCCN2CCN(Cc3ccccc3)CC2)ccc1Sc1ccc(C)cc1 | 0.9 | 7.0 | 1 | 7.8 | 0.9 | -20.5 | -4.2 | 1.2 | 0.9 | -17.6
S=C(NCc1ccncc1)NC1CCCC1 | 1 | -2.2 | 1 | 4.4 | 1 | -2.0 | -1.1 | 1 | 1.1 | -10.3
CC(C)c1cc(-c2n[nH]c(=S)n2Cc2ccccc2)cs1 | 0.9 | 21.3 | 1 | 10.4 | 0.9 | 10.7 | 3.5 | 0.9 | 0.8 | 43.0
O=C(CCN1C(=O)COc2ccccc21)NCCCN1CCN(c2ccc(F)cc2)CC1 | 1 | 44.9 | 1.1 | 1.1 | 1.1 | -14.0 | -7.2 | 1.1 | 1 | -12.9
Cc1[nH]c(=S)c(C#N)c2c1CCCC2 | 0.9 | 1.1 | 1 | 14.7 | 2* | 29.3 | -2.0 | 0.7 | 1.7 | -7.1
Cc1ccc(S(=O)(=O)N[C@@H](C)C(=O)N2CCC(C(=O)N3CCC[C@H]3C(=O)O)CC2)cc1 | 0.8 | -3.8 | 1.1 | 21.0 | 0.9 | 4.5 | -6.3 | 1 | 0.8 | -13.8
O=C(Cc1ccccc1)c1c[nH]c(C(=O)O)c1 | 1 | -0.9 | 1 | 4.3 | 1.1 | -1.3 | -0.9 | 1 | 1.1 | -16.5

Later entries:
SMILES | Diaphorase act | Lmaj promast | TNAP act hi DEA | Diaph inh CS | PMI act satM6P | bIAP inhibitor | TNAP inh hi DEA | bIAP act | PMI act | TNAP inh noacc
COc1ccc(N2CCCn3c2nc2c3c(=O)n(Cc3ccccc3F)c(=O)n2C)c(OC)c1 | 0.7 | -6.1 | 1.1 | 34.4 | 0.7 | -1.7 | -6.2 | 1 | 0.8 | -8.4
CCCN(CCC)S(=O)(=O)c1ccc(NC(=O)c2cc(C(=O)OC)cc([N+](=O)[O-])c2)cc1 | 0.7 | 17.0 | 1 | 25.7 | 0.8 | 13.2 | -0.7 | 0.9 | 0.8 | -7.7
Cc1ccc(-c2nnc(-c3ccc(NC(=O)Cc4cccs4)cc3)o2)cc1 | 1.1 | -3.1 | 1 | -11.7 | 1 | -9.3 | -0.7 | 1.1 | 1 | -4.3
COc1ccc(-c2c3c(=O)n(C)c(=O)n(C)c3cn2-c2cccc(OC)c2)cc1 | 0.8 | -4.4 | 1.1 | 21.0 | 1.2 | -3.6 | -5.5 | 1 | 1 | -12.8
CC(C)CCNC(=O)COc1ccc(C(=O)c2ccccc2)cc1 | 0.9 | -4.3 | 1.1 | 13.2 | 1 | 3.1 | -5.5 | 1 | 1.1 | -14.3
OCCC1CN(Cc2cn[nH]c2C2CCCCC2)CCN1C1CCCC1 (centres undefined) | 0.9 | -5.1 | 1 | 12.6 | 0.8 | 7.2 | -2.1 | 0.9 | 0.9 | 2.1
CCCCCNC(=O)N[C@H](C(=O)O)C(C)C | 1 | 6.8 | 1 | -1.5 | 1 | -6.8 | 0.9 | 1.1 | 1.1 | -6.9
O=C(CCCSc1ccccc1)Nc1nc(-c2ccco2)c(-c2ccco2)s1 | 0.6 | 74.9* | 1.1 | 37.1 | 1.1 | -4.4 | -6.0 | 1 | 1.2 | -10.2
Brc1ccccc1-n1nnc(-c2nccs2)n1 | 0.9 | 0.2 | 1.1 | 10.1 | 1 | -5.6 | -5.9 | 1.1 | 0.9 | -8.8
CC(=O)N1N=C(c2ccccc2)CC1c1ccccc1[N+](=O)[O-] (centres undefined) | 0.9 | -12.9 | 1 | 9.9 | 0.7 | 2.1 | -0.4 | 1 | 0.9 | -10.1
CS(=O)(=O)N(CC(=O)N1CCN(c2ccccc2F)CC1)C1CCCCC1 | 1.1 | -2.6 | 1 | -11.1 | 1 | -8.7 | 1.1 | 1.1 | 0.9 | 0.5
CN1C(=O)CC(N2CCN(Cc3ccc(Cl)cc3)CC2)C1=O (centres undefined) | 1 | -8.2 | 1 | 4.6 | 1 | -0.5 | -3.9 | 1 | 0.9 | -7.6
Cc1ccc(CN2CCNC(=O)C2CC(=O)NCCCn2ncc3ccccc32)o1 (centres undefined) | 0.9 | -4.4 | 1 | 7.8 | 1 | -5.2 | -4.0 | 1.1 | 0.9 | -11.6
c1ccc2[nH]c(NCc3ccc4c(c3)OCO4)nc2c1 | 1.1 | 20.4 | 1.1 | -6.7 | 1.1 | 9.5 | -5.2 | 0.9 | 1.1 | -33.4
O=c1c2ccccc2[nH]c(=S)n1CCCN1CCOCC1 | 0.8 | 6.7 | 1 | 24.8 | 0.9 | 12.2 | -1.4 | 0.9 | 0.9 | -6.4
COc1ccc(C2C(C(=O)NCCN(C)C)c3cc(OC)c(OC)cc3C(=O)N2C)cc1OC (centres undefined) | 1 | 0.7 | 1 | 4.5 | 1 | -3.5 | -1.7 | 1 | 1 | -5.1
O=C(c1cccs1)N1CCN(S(=O)(=O)c2cccs2)CC1 | 0.9 | 0.4 | 1 | 9.5 | 0.9 | 0.5 | -3.8 | 1 | 1 | -8.2
O=C(O)CN(c1ccccn1)S(=O)(=O)c1ccc(Cl)cc1 | 0.9 | -3.0 | 1 | 9.4 | 1 | 9.7 | -3.8 | 0.9 | 1 | -8.0
CC1CCc2sc(C(=O)OCC(=O)NCc3ccc(F)cc3)cc2C1 (centres undefined) | 0.9 | -8.0 | 1 | 10.6 | 0.9 | 21.6 | 1.7 | 0.8 | 0.9 | -7.2
COc1ccc(CCNC(=O)CSc2nc3[nH]ncc3c(=O)n2-c2ccccc2Br)cc1OC | 0.7 | 1.6 | 1 | 33.3 | 0.9 | -25.7 | 3.5 | 1.3 | 0.9 | -6.1
COC(=O)c1ccc(CSc2ncnc3c2nnn3-c2ccc(F)cc2)o1 | 0.8 | -3.0 | 1 | 24.3 | 1 | 13.2 | -4.7 | 0.9 | 1 | -8.9

Reformatted with values under each structure: entries from further up
Results follow in this order: Diaphorase act	Lmaj promast	TNAP act hi DEA	Diaph inh CS	PMI act satM6P	bIAP inhibitor	TNAP inh hi DEA	bIAP act	PMI act	TNAP inh noacc
COc1ccc(-c2c3c(=O)n(C)c(=O)n(C)c3cn2-c2cccc(OC)c2)cc1
→ 0.8	-4.4	1.1	21.0	1.2	-3.6	-5.5	1	1	-12.8
CC(C)CCNC(=O)COc1ccc(C(=O)c2ccccc2)cc1
→ 0.9	-4.3	1.1	13.2	1	3.1	-5.5	1	1.1	-14.3
